TEAD-YAP inh = TEAD-YAP interaction inhibition, primary screen, TEAD-YAP interaction inhibitor project, luminescence, HEK-TIYL cells | TEAD-Gal4/YAP UAS-luciferase luminescence | inhibition, % at 9.12 µM | hit rate 1.4% among 640,000; in the data active = inhibition above about 32%;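 also: 0% = median of test compound wells and 100% = reference inhibitor wells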
GPR151 activ = activators of human GPR151, primary screen, cell-based, PathHunter beta-arrestin, luminescence. G-protein coupled receptor 151 (Homo sapiens), Q8TDV0. PathHunter beta-arrestin GPR151 cells. activation, % at 11.2 µM. hit rate 1% among 650,000; in the data active = activation above about 4.9%;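 also: 0% = median of compound wells and 100% = cells with positive control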
Target sequence (Q8TDV0 whole entry, looked up): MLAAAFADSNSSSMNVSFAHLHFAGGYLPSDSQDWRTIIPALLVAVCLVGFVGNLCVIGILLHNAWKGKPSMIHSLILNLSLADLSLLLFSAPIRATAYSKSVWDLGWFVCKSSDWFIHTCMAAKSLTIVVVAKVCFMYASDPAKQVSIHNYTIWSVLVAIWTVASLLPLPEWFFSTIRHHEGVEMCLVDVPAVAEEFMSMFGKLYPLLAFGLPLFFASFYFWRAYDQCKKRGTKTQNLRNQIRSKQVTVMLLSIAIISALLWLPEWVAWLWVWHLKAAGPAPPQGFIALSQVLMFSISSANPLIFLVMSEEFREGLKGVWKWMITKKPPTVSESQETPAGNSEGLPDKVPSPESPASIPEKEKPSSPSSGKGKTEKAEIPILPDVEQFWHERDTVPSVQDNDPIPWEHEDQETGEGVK
FBW7 act = FBW7 E3 ligase activators, primary screen, biochemical, AlphaScreen, human; F-box/WD repeat-containing protein 7 (Homo sapiens), Q969H0; AlphaScreen FBW7–phospho-cyclin E peptide binding, activator screen; hit rate 0.13% among 650,000; normalized activity (activation), % at 26.1 µM; in the data active = normalized activity above about 1.9%;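 also: purified mutant Fbw7 with reduced substrate affinity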
MITF inh = MITF inhibitors, primary screen, biochemical, AlphaScreen, human | Microphthalmia-associated transcription factor (Homo sapiens), O75030 | AlphaScreen MITF homodimerization, bead proximity signal | inhibition, % at 2.6 µM | hit rate 0.91% among 650,000 | AID 1259374, 2018; in the data active = inhibition above about 50%;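 also: 0% = vehicle wells with protein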
Target sequence (O75030 whole entry, looked up): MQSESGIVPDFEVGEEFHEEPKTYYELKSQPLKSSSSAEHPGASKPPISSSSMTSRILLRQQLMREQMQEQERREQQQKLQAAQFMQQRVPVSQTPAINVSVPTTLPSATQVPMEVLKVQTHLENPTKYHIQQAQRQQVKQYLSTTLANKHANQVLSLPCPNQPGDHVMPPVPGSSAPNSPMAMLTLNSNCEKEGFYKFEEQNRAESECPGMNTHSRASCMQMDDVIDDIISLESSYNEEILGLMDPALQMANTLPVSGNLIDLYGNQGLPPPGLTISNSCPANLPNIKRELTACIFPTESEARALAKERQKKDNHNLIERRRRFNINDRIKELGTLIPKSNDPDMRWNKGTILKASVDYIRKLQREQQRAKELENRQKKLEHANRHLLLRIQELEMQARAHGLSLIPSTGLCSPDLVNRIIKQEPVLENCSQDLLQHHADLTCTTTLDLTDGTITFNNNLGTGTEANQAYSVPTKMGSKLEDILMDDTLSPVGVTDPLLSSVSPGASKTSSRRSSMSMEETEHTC
Numbers without * were called inactive; . = not tested or not shown. Rows are unselected; about 3.4% have a hit in one of these screens.

SMILES	TEAD-YAP inh	GPR151 activ	FBW7 act	MITF inh
Cc1cc(Cl)c(OCCOCCNCCO)c(Cl)c1	10	-0.1	-0.2	21
COC(=O)C1=CN(C)C=C(C(=O)OC)C1c1cccc(Oc2ccccc2)c1	1	-1.3	0.5	-11
COc1ccc(OC)c(N2C(=O)C3C4C=CC(CC4)C3C2=O)c1 (stereo unspecified)	0	-0.9	0.2	-9
NC(C(=O)O)c1ccc(C(=O)O)cc1 (stereo unspecified)	.	2.2	-0.1	2
COc1ccc(OCC(O)CN2CCN(Cc3ccc4c(c3)OCO4)CC2)c(C(C)(C)C)c1 (stereo unspecified)	17	1.9	0.6	23
CN(CCc1ccccn1)Cc1ccc(C(=O)NCc2ccc3c(c2)CCCN3C)c(=O)[nH]1	-9	-0.4	-0.1	-4
CC(C)(C)c1ccc(N2C(=O)/C(=C/c3ccc(Cl)cc3)C=C2c2ccccc2)cc1	-58	0.2	0.0	-4
CCN(CC)C(=O)C1CCN(Cc2ccccc2Cl)CC1	2	-0.8	0.2	34
CNC(=S)NNC(=S)Nc1ccccc1C(F)(F)F	-4	1.5	0.1	-3
COc1ccc(C(F)(F)F)cc1NC(=O)CSc1ccc(C(F)(F)F)cc1[N+](=O)[O-]	19	0.7	0.2	22
COc1ccc(S(=O)(=O)NCCC(=O)N2CCC(C)CC2)cc1N(C)S(C)(=O)=O	12	-1.7	0.8	17
COc1ccc(CSc2nnc(-c3ccc(OC)cc3)o2)cc1	-8	-0.4	0.1	7
COC(=O)CN(C(C)=O)C(c1ccccc1)c1cc(Br)ccc1NC(=O)c1ccccc1Br (stereo unspecified)	8	-0.2	0.0	-10
Clc1ccc2[nH]c3ccccc3c2c1	4	1.5	-0.1	-9
CCN(CC)C(=O)c1ccc(NS(=O)(=O)c2c(Cl)cccc2Cl)cc1	-1	2.1	-0.1	0
CCOC(=O)c1c(C)n(CCCNc2ccc([N+](=O)[O-])cc2Cl)c2ccc(O)cc12	-3	0.2	0.1	7
COc1ccc(NC(=O)COc2ccc3c(=O)c(-c4ccc(F)cc4)coc3c2)cc1	-5	5.4*	0.0	-6
O=S(=O)(NC12CC3CC(CC(C3)C1)C2)c1ccc(F)c(F)c1	-6	-0.5	-0.2	-8
c1ccc(CCN2CCN(c3ncnc4c3cnn4-c3ccccc3)CC2)cc1	3	2.7	-0.1	28
Cc1ccc(Cn2c3ccccc3n3cc(C)nc23)cc1	0	-1.1	1.0	0
COc1cccc(C(=O)Oc2ccc3oc(=O)sc3c2)c1	-1	-4.6	-0.1	0
COC(=O)c1ccc(OC(=O)c2cccc([N+](=O)[O-])c2C)c(OC)c1	4	0.1	-0.3	8
CCNS(=O)(=O)c1c(C)cc(N2CCCC2=O)cc1C	-1	-0.4	0.1	4
COc1ccc2o/c(=N\c3sc4c(c3C#N)CCCC4)c(C(=O)Nc3ccccc3OC)cc2c1	2	0.4	0.0	-9
O=[N+]([O-])c1ccc(Cc2n[nH]c(=S)n2-c2ccccc2)cc1	4	0.2	0.0	18
COc1ccc(C2CC(=O)C3=C(C2)NC(C)=C(C(=O)OCCOc2ccccc2)C3c2ccccc2)cc1 (stereo unspecified)	8	-1.2	0.1	-18
CC1CC(C)CN(S(=O)(=O)c2ccc(C(=O)Nc3sc4c(c3C(N)=O)CCN(C)C4)cc2)C1 (stereo unspecified)	4	-1.1	0.1	-25
CCc1nc(SCC(=O)NNC(C)=O)c2c(C)c(C)sc2n1	-6	-0.5	0.1	5
CN1CCN(C(=O)C2CCN(C(=O)c3cc4sccc4n3C)CC2)CC1	8	-0.3	-0.1	0
Cc1cc(C)c(C#N)c(Oc2cccc(NC(=O)COc3ccc(Cl)cc3Cl)c2)n1	5	-0.2	0.0	7
CCOC(=O)c1ccc(CN(Cc2ccc(F)cc2)S(=O)(=O)c2ccccc2)cc1	-9	1.9	0.1	-8
N#C/C(=C(/O)c1ccc(Oc2ccccc2)cc1)c1nc2ccccc2s1	-8	-1.2	-0.3	4
O=C(NC1CCCCC1)/C(=C/C=C/c1ccccc1)NC(=O)c1ccccc1	7	0.3	0.2	-7
NC(=O)COC(=O)C1CCN(S(=O)(=O)c2ccccc2C(F)(F)F)CC1	-6	0.0	0.2	4
CCC(=O)N1c2ccccc2-c2nnc(SC)nc2OC1c1cc(C)ccc1C (stereo unspecified)	12	-1.0	0.0	9
Clc1ccc(CSc2nnc(-c3ccccc3Cl)o2)c(Cl)c1	13	0.2	-0.1	0
Cc1ccc(C23CC4CC(CC(C(=O)Nc5cccc(C(=O)O)c5)(C4)C2)C3)cc1	2	1.2	0.0	6
COc1ccc(O)c(/C=N/NC(=S)Nc2cccnc2)c1	-11	-1.8	-0.5	91*
CN1C(=O)C(C(=O)N2CCN(c3ccccn3)CC2)C2CC1(C)Oc1ccccc12 (stereo unspecified)	20	3.0	-0.1	11
CC(=O)N1CCc2cc(S(=O)(=O)NC3CCCCC3C)ccc21 (stereo unspecified)	-9	1.1	0.0	3
COc1ccc(-c2nc(C(N)=O)c3[nH]c(=O)n(-c4ccc(F)cc4)c3n2)cc1O	54*	0.7	0.8	16
c1nc(N2CCOCC2)c2[nH]cnc2n1	1	2.7	0.1	0
N#CC1(c2nc3ccccc3[nH]2)Cc2ccccc2N2CCCC21 (stereo unspecified)	-12	-0.8	0.3	24
Cc1cc2ccccc2n1CCNS(=O)(=O)c1ccc(Cl)cc1	3	0.1	-0.6	8
CC(C)(C)n1ncc2c(=O)n(Cc3ccc(F)cc3)cnc21	-11	0.4	0.1	34
O=C(Nc1nc(CN2CCc3ccccc3C2)cs1)c1ccccc1F	-3	-2.1	-0.3	2
CCOc1ccc(C(=O)Nc2c3c(nn2-c2ccccc2)CSC3)cc1	1	-0.7	0.1	9
O=C(c1cc2nc(-c3ccco3)cc(C(F)(F)F)n2n1)N1CCSCC1	-14	0.2	0.0	-11

Looked up above:
For FBW7 act, COc1ccc(C2CC(=O)C3=C(C2)NC(C)=C(C(=O)OCCOc2ccccc2)C3c2ccccc2)cc1 (stereo unspecified) has 0.1
For MITF inh, COc1cccc(C(=O)Oc2ccc3oc(=O)sc3c2)c1 has 0
For MITF inh, COc1ccc(OCC(O)CN2CCN(Cc3ccc4c(c3)OCO4)CC2)c(C(C)(C)C)c1 (stereo unspecified) has 23
For FBW7 act, CC1CC(C)CN(S(=O)(=O)c2ccc(C(=O)Nc3sc4c(c3C(N)=O)CCN(C)C4)cc2)C1 (stereo unspecified) has 0.1
For TEAD-YAP inh, CN(CCc1ccccn1)Cc1ccc(C(=O)NCc2ccc3c(c2)CCCN3C)c(=O)[nH]1 has -9
For TEAD-YAP inh, COc1ccc(S(=O)(=O)NCCC(=O)N2CCC(C)CC2)cc1N(C)S(C)(=O)=O has 12

Following part.
SMILES	TEAD-YAP inh	GPR151 activ	FBW7 act	MITF inh
CCN(CC)CCN1C(=O)C2C(C(=O)Nc3cccc(SC)c3)C3C=CC2(O3)C1C(=O)NC1CCCC(C)C1C (stereo unspecified)	2	-0.3	0.0	1
CC(C)(C)c1ccc(OCC(=O)Nc2ccc3c(c2)N(C(=O)C2CCCO2)CC3)cc1 (stereo unspecified)	-12	-1.7	0.0	-9
CC1CCCN(c2cc(NCCC(=O)O)c3c4c(onc24)-c2ccccc2C3=O)C1 (stereo unspecified)	7	-3.2	-0.3	46
COC(=O)c1c(OCCc2ccccc2F)cc(=O)n2c1CCN(CC(C)C)CC2	-10	3.1	0.0	-8
COc1ccc(C2=NC(C)(C)NC(c3ccccc3O)C2)cc1 (stereo unspecified)	-40	-0.6	0.3	15
O=C(CN1C(=O)c2ccccc2C1=O)Nc1ccccc1O	8	0.3	-0.2	6
Cc1ccc(S(=O)(=O)N(CC(=O)N2CCCCC2)Cc2ccc(Cl)c(Cl)c2)cc1	-2	1.1	-0.2	-12
C=CCN(C(=O)c1ccc(N2CC3CC(C2)c2cccc(=O)n2C3)c(NC(=O)/C=C/c2ccccc2)c1)c1ccccc1 (stereo unspecified)	3	2.7	-0.1	2
CCCCNC(=O)CSCc1nc(-c2ccc(C)cc2)oc1C	4	2.1	0.6	18
CC1=C(C(=O)OC(C)C)C(c2ccco2)C(C#N)=C(N)O1 (stereo unspecified)	-1	-0.3	0.0	-5
COc1cccc(C(Nc2ccccn2)c2oc(CO)cc(=O)c2O)c1 (stereo unspecified)	8	0.6	0.0	1
COc1cc(OC)cc(-c2nc3n(n2)C(c2cccnc2)C2=C(CC(C)(C)CC2=O)N3)c1 (stereo unspecified)	-9	1.0	0.2	-3

Some entries already given with just MITF inh, FBW7 act and TEAD-YAP inh.
smiles	MITF inh	FBW7 act	TEAD-YAP inh
CC(=O)N1CCc2cc(S(=O)(=O)NC3CCCCC3C)ccc21 (stereo unspecified)	3	0.0	-9
COc1ccc(-c2nc(C(N)=O)c3[nH]c(=O)n(-c4ccc(F)cc4)c3n2)cc1O	16	0.8	54*

Next section.
SMILES	TEAD-YAP inh	GPR151 activ	FBW7 act	MITF inh
CCOc1ccc(C2NC(=O)NC(C)=C2C(=O)OCc2ccco2)cc1 (stereo unspecified)	6	-0.8	-0.1	-2
CC1=CC(C)(C)N2C(=O)C(=O)c3cc(OC(=O)COc4ccccc4)cc1c32	62*	-1.1	0.2	10
Cc1ccc(-n2c(SCC(=O)Nc3ccccc3)nc(O)c(Cc3ccccc3)c2=O)cc1	-4	0.0	0.0	-8
CCNc1nc2nc3ccc(C)cn3c(=O)c2cc1C(=O)NC	-3	-0.7	-0.1	-4
COc1ccc(C2C3=C(CCCC3=O)Nc3[nH]c(=O)[nH]c(=O)c32)cc1OC (stereo unspecified)	8	0.4	-0.1	8
CSc1ccc(Cl)c(C(=O)Nc2ccc(Br)cn2)c1	35*	1.2	-0.1	-6
COc1cccc(C(=O)COC(=O)C2CCC(N3C(=O)c4ccccc4C3=O)CC2)c1 (stereo unspecified)	-9	-0.6	0.0	-7
COCCn1c(C)cc(C(=O)CSc2nnc(Nc3ccc(C)cc3)s2)c1C	-6	1.9	0.0	3
CCCN(C)C(=O)c1cnc2scc(-c3cccc(OC)c3)n2c1=O	-6	-0.7	-0.1	-3
CN(CCc1ccccc1)C1CCCN(C(=O)CCc2cccs2)C1 (stereo unspecified)	-7	-1.5	-0.2	0
Cc1nc(-c2cccs2)c(CCC(=O)Nc2ccc(N3CCCCC3)cc2)s1	-11	-1.7	-0.1	-2
C/C(=N/NC(=O)c1ccc([N+](=O)[O-])cc1)c1cccs1	-14	0.6	0.1	-2
Cc1ccccc1NC(=S)N1CCOCC1	-4	-0.5	0.2	11
COC(CNCc1c(C(=O)O)n(Cc2cccc(C)c2)c2ccccc12)OC	8	0.3	-0.1	-4
CCOc1ccc(CN2CCc3nnc(CNC(=O)C4CCC(=O)N4)n3CC2)cc1 (stereo unspecified)	2	-0.6	-0.1	1
O=C(NC(=S)Nc1cccc2ncccc12)c1ccc2c(c1)OCCO2	11	0.4	-0.1	20
O=C1CN(C2CCS(=O)(=O)C2)C(=S)N1c1ccc(Cl)cc1 (stereo unspecified)	5	1.6	0.0	-4
O=c1oc2ccccc2cc1-c1cn(-c2cccc(Cl)c2)c(=S)[nH]1	18	-1.2	0.1	3
O=C1c2ccncc2C(=O)N1Cc1ccc(F)cc1	-10	-1.2	0.2	-9
CC(C)n1cnc2c(NC3CCN(Cc4ccccc4)CC3)nc(NC3CCN(Cc4ccccc4)CC3)nc21	23	0.3	-0.1	4
COc1cc(OC)nc(CSCCN)n1	4	-1.6	0.0	0
CN(Cc1ccc(F)cc1)C(=O)c1ccc(=O)[nH]c1	-5	1.3	0.2	21
O=C(Nc1ccc(Br)cc1)c1nn2c(c1Br)NC(c1ccccc1)CC2C(F)(F)F (stereo unspecified)	-8	1.9	0.0	0
O=C(COC(=O)c1ccc2c(c1)C(=O)N(c1ccc(Br)cc1)C2=O)c1cccc([N+](=O)[O-])c1	-6	0.7	-0.1	-4
CCOc1cc(/C=C2/C(=N)N3N=C(C(C)C)SC3=NC2=O)ccc1OC(=O)c1cccc([N+](=O)[O-])c1	14	-0.4	-0.1	-2
CN(CC(O)CO)c1nncc(-c2ccc(Cl)cc2)n1 (stereo unspecified)	2	-0.2	0.0	8
COc1ccc(/C=C2\C(=O)NC(=O)N(Cc3ccc(OC)cc3)C2=O)cc1	-6	2.0	-1.2	-2
COc1ccc2[nH]c(C)c(CCNS(=O)(=O)c3ccc(C(C)C)cc3)c2c1	-1	0.1	0.0	-10
CCC(C)C(NS(=O)(=O)c1ccc(C)cc1)C(=O)NCC1CCCO1 (stereo unspecified)	-13	-0.2	0.0	2
Cc1c(N/C=C(\Cl)C(=O)C(F)(F)F)c(=O)n(-c2ccccc2)n1C	4	-0.8	0.1	10
COCc1c(C(=O)NN=C2CCN(Cc3ccccc3)CC2)nnn1-c1nonc1N	0	3.3	-0.1	11
Cc1cc2[nH]c(=O)c(=O)[nH]c2cc1S(=O)(=O)NCCC(C)C	1	0.6	-0.2	1
O=C(Nc1ccccc1C(=O)O)c1ccccc1Br	3	1.1	0.0	8
Cc1ccc2cc3cc(C(=O)NCCCN4CCOCC4)oc3nc2c1	8	-0.1	-0.1	-9

Profiles, quoted from the list.
COc1cccc(C(Nc2ccccn2)c2oc(CO)cc(=O)c2O)c1 (stereo unspecified) is listed as TEAD-YAP inh: 8; GPR151 activ: 0.6; FBW7 act: 0.0; MITF inh: 1
CCNS(=O)(=O)c1c(C)cc(N2CCCC2=O)cc1C is listed as TEAD-YAP inh: -1; GPR151 activ: -0.4; FBW7 act: 0.1; MITF inh: 4
